Yeast superoxide: yeast age-related superoxide inhibition as caloric restriction mimetic; S. cerevisiae aged cells, superoxide DHE fluorescence; active compounds read low; superoxide response (% of plate mean), % at 10 µM; hit rate 0.18% among 330,000; AID 2690;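 active = superoxide response under a set limit, about three screen SD below normal, cut at about 65% in these data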;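 note: yeast aged for seven days with compound at 30 °C before DHE staining; 100% = average MFI of all compound-treated wells on the plate with controls excluded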
RPL19A TOR yeast: modulators of TOR pathway RPL19A-GFP in S. cerevisiae. percent response vs DMSO, % at 10 µM. S. cerevisiae RPL19A-GFP strain, flow cytometry, 3 h; active compounds read low. hit rate 0.3% among 330,000;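 active = percent response vs DMSO below 50%; inconclusive = fewer than 70 events counted for the yeast strain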;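 note: median channel GFP fluorescence of the barcoded RPL19A-GFP strain; ratio of sample median GFP to plate DMSO average so 100% = DMSO; lower means less RPL19A-GFP as with rapamycin TOR inhibition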
procasp7 counter: counter-screen for procaspase-3 activators: activators of human procaspase-7; AID 463210; recombinant procaspase-7, Ac-DEVD-pNA absorbance 405 nm; D23A/D198A/D206A triple mutant, cannot self-cleave; scale: DMSO 0, 5 µM enzyme 100; hit rate 0.093% among 330,000; activation, % at 8.5 µM;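 active = percent activation above the screen-wide mean plus 3 SD, cut at about 25% in these data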
Target sequence (P55210 whole entry D23A/D198A/D206A): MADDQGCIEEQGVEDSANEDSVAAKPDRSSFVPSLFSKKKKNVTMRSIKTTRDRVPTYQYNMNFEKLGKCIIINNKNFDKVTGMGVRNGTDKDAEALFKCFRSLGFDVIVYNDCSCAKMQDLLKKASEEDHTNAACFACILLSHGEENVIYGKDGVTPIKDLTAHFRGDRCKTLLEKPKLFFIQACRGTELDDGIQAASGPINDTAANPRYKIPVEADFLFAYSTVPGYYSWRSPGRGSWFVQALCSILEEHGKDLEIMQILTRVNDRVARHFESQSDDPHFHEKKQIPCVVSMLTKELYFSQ
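Assay system: Uncleavable procaspase-7 mutant enzyme | Input: 2 µM procaspase-7 mutant as dispensed | Timing: 1 h compound preincubation, 2 h substrate cleavage, 25 °C | Repeats: One well per compound | Control set: DMSO wells as 0%, DMSO with 5 µM added PC-7 as 100% | Technique: Epi-absorbance of released pNA at 405 nm, two timepoints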
MEP2-GFP yeast: modulators of TOR pathway MEP2-GFP in S. cerevisiae. S. cerevisiae MEP2-GFP strain, flow cytometry GFP, 3 h; 100% = DMSO control level. GFP response vs DMSO, % at 10 µM. hit rate 0.51% among 330,000. AID 2016;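 active = GFP response versus DMSO above a set limit, roughly screen mean plus 3 SD, cut at about 180% in these data; inconclusive = fewer than 70 cells counted for a yeast strain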;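 note: median GFP fluorescence of the barcode-gated MEP2-GFP cells per well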
proCasp3 act: activates human procaspase-3; P42574; recombinant procaspase-3 D3A, Ac-DEVD-pNA absorbance 405 nm; activation, % at 8.5 µM; hit rate 0.11% among 330,000;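 active = activation above the mean of all tested compounds plus 3 SD, cut at about 21% in these data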;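 note: 0% = DMSO alone and 100% = DMSO wells spiked with extra 5 µM PC-3 D3A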
Target sequence (P42574 whole entry D9A/D28A/D175A): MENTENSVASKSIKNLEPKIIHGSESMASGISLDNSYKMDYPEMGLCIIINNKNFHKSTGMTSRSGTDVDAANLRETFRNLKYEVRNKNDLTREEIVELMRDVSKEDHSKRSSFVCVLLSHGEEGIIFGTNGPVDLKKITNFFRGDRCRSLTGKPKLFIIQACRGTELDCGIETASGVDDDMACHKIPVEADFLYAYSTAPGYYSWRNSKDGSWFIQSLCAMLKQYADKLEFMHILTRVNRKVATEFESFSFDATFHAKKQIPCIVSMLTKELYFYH
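Compound: 8.5 µM single point, 0.8% DMSO / Material: Autoprocessing-dead procaspase-3 D3A mutant enzyme / Timing: 1 h preincubation plus 2 h reaction at 25 °C / Medium: Zinc-free HEPES/NaCl buffer with 0.01% Triton X-100 at pH 7.4 / Technique: 405 nm absorbance of p-nitroaniline, reads at 0 and 120 min / Repeats: one well per compound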
JMJD2C inh: blocks human GASC-1 demethylase activity | GST-JMJD2C(1-420) H3K9me3 demethylation, DELFIA europium | inhibition, % at 2.35 µM | hit rate 0.069% among 330,000;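 active = more than half of a compound's replicate wells show inhibition beyond 50%, single wells judged on their own value; inconclusive = some, but no more than half, of replicates pass 50% inhibition; inactive = no replicate passes 50% inhibition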;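 note: signal counts dimethyl H3K9 product captured on neutravidin plate; 0% = median of DMSO wells and 100% = 0.3 times that DMSO median; strong numbers were not always called active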
Target sequence (Q9H3R0 1-420 limits assumed): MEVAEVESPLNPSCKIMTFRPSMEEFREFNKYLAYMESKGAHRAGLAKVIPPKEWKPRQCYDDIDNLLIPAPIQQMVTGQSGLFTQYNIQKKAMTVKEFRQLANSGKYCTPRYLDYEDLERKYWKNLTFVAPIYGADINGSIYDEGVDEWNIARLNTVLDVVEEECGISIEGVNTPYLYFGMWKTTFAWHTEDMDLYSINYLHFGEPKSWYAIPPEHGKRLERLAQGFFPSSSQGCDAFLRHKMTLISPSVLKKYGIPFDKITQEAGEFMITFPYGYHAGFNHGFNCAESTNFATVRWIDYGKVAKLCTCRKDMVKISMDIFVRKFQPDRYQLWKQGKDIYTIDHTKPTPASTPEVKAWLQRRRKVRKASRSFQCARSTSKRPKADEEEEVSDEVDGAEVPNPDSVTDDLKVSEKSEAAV
LAP4 TOR yeast: modulators of TOR pathway LAP4-GFP in S. cerevisiae | S. cerevisiae LAP4-GFP multiplex, flow cytometry GFP, 3 h; median GFP as percent of DMSO wells | GFP response vs DMSO, % at 10 µM | hit rate 0.34% among 320,000 | AID 2023;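 active = GFP response vs DMSO above a set limit, about the screen mean plus 3 SD, cut at about 150% in these data; inconclusive = under 70 cell events counted for the yeast strain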
AHR activator: human AHR activation; P35869; AHR-responsive luciferase reporter cells, luminescence; activation, % at 5 µM; hit rate 2.5% among 320,000; in the data active = activation above about 47%;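 note: 0% = vehicle wells and 100% = reference agonist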
Starred values were filed as active, the others as inactive; i = inactive; ? = inconclusive; . = not tested or not shown.

Start of the data: the first two entries (preview)
smiles	Yeast superoxide	RPL19A TOR yeast	procasp7 counter	MEP2-GFP yeast	proCasp3 act	JMJD2C inh	LAP4 TOR yeast	AHR activator
CCN(CC)c1ccc(-c2nc3cnccc3n2C)cc1	102	102	-13	102	-14	0	98	10
O=C(CSC(=S)N1CCOCC1)Nc1ncc2c(n1)CC(c1ccco1)CC2=O (stereo not given)	89	97	-1	95	-2	3	106	0

All compounds of this part, previewed entries included:
smiles	Yeast superoxide	RPL19A TOR yeast	procasp7 counter	MEP2-GFP yeast	proCasp3 act	JMJD2C inh	LAP4 TOR yeast	AHR activator
CCN(CC)c1ccc(-c2nc3cnccc3n2C)cc1	102	102	-13	102	-14	0	98	10
O=C(CSC(=S)N1CCOCC1)Nc1ncc2c(n1)CC(c1ccco1)CC2=O (stereo not given)	89	97	-1	95	-2	3	106	0
NS(=O)(=O)c1ccc(NC(=O)COC(=O)COc2ccc3ccccc3c2)cc1	102	100	6	105	-8	8	97	7
COc1cc(OC)cc(C(=O)Nc2nnc(SCC(=O)NCc3ccco3)s2)c1	97	103	-5	104	1	38	112	47
C[C@@H]1COC(=O)[C@@H](NC(=O)OCC2c3ccccc3-c3ccccc32)C/C=C\C[C@@H](CC(=O)N(CCO)Cc2ccccc2)C(=O)N1	109	98	3	92	-1	3	91	-1
O=C(c1ccc(F)cc1)N(Cc1ccccc1)C1CCS(=O)(=O)C1 (stereo not given)	104	98	9	94	-1	4	96	-2
O=C(CS(=O)(=O)c1c[nH]c2ccccc12)N1CCc2ccccc21	98	105	3	105	3	5	97	8
CCOC(=O)Cn1c(CN2CCN(c3cccc(Cl)c3)CC2)nc2c1c(=O)[nH]c(=O)n2C	87	95	4	93	4	2	89	1
CC(=O)c1c(C)[nH]c(C(=O)NCCCN2CCCC2)c1C	90	101	-1	103	5	100	97	14
Cc1ccc(NC(NC(=O)c2cccs2)C(Cl)(Cl)Cl)cc1 (stereo not given)	86	95	10	99	17	-1	100	1
COc1cc2c(cc1OC)C(C(=O)Nc1ccc(F)c(Cl)c1)CC(=O)N2 (stereo not given)	97	96	13	107	4	-19	95	4
CC(NC(=O)c1ccc(F)cc1F)C1CC2CCC1C2 (stereo not given)	120	105	3	103	-2	-1	99	3
O=C(CN1C(=O)NC2(CCCC2)C1=O)N1CCN(c2cccc(C(F)(F)F)c2)CC1	99	96	-6	92	12	5	103	0
COc1c(CC=C(C)C)cc(C2CC(=O)c3c(O)cc(O)cc3O2)cc1CC=C(C)C (stereo not given)	88	103	-7	107	2	4	105	1
CC(=O)c1c(C)[nH]c(C(=O)CSc2nnc(-c3ccco3)n2Cc2ccccc2)c1C	95	102	5	106	6	-20	94	69*
Cc1cccc(-n2ncc3c2CCCC3NC(=O)CN2CCCC2=O)c1C (stereo not given)	97	93	-2	93	-6	-11	94	1
CCOC(=O)N1CCN(C(=O)CS(=O)Cc2nc(-c3ccc(C)cc3)oc2C)CC1 (stereo not given)	101	100	-8	102	6	-5	105	3
O=C(Nc1ccc2oc(-c3ccncc3)nc2c1)c1ccc2c(c1)OCCO2	99	103	-4	107	-3	-8	96	-7
O=C(NCc1ccco1)c1cccc2c1C(=O)c1ccc(N3CCC(Cc4ccccc4)CC3)cc1S2(=O)=O	120	105	-23	101	-6	1	104	0
O=C(O)C=C1C2CC3CC(C2)CC1C3	89	94	7	94	2	-3	96	1
c1ccc(Cn2nnnc2C(c2cccs2)N2CCOCC2)cc1 (stereo not given)	100	99	3	99	0	1	106	2
Cc1nnc(SCC(=O)c2ccccc2F)n1Cc1ccccc1	96	96	-12	95	-1	4	112	3
Cn1c(SCc2cccc(C#N)c2)nc2ccccc2c1=O	101	103	-11	103	-4	0	102	3
COC(=O)c1cc(-c2ccc(S(=O)(=O)N3CCCC(C)C3)cc2)c(C(F)(F)F)s1 (stereo not given)	103	98	-2	89	2	-2	100	4
Cc1occc1C(=O)NNC(=O)c1ccccc1Br	93	98	-15	99	-3	0	87	18
COC(=O)c1nn(-c2cccc(C)c2)c2nnc(Cc3ccc(C)cc3)c(=O)n12	86	100	6	100	-4	8	96	9
O=C(C[n+]1cc(Br)cc2ccccc21)c1ccccc1	98	102	-1	97	-7	-9	84	93*
O=C(O)Cn1cc(/C=C/[N+](=O)[O-])c2ccccc21	99	103	-3	105	-11	4	103	10
Fc1cccc(F)c1CN1CCN(c2ncccn2)CC1	104	99	6	101	3	-9	96	-2
O=C(Nc1ccccc1C(=O)NC(Cc1ccccc1)C(=O)O)c1ccco1 (stereo not given)	93	101	-13	105	-2	-19	101	1
COc1ccc(NC(=O)COC(=O)CCCC2=NS(=O)(=O)c3ccccc3N2)cc1	109	102	-1	106	5	-2	98	2
Cc1ccc(-c2nnn(CC(=O)N3c4ccccc4CCc4ccccc43)n2)cc1	107	100	1	101	9	1	104	2
Cc1ccc(C)c(NC(=O)C2CCCC2)c1	95	97	2	93	1	1	104	13
CCC(CC)c1nn2c(N)c(/C=C3\C=Nc4ccccc43)c(=O)nc2s1	127	95	-12	103	-14	4	94	-1
O=C(Nc1cccc(Cl)c1Cl)c1cc(S(=O)(=O)NCCc2ccccc2)ccc1F	94	98	7	103	-7	-3	95	3
COc1ccc2c(c1)C(=O)Nc1cc(Cl)ccc1N2	89	97	4	101	-1	2	114	-7
N/C(=N\c1nc2c(c(=O)[nH]1)CCC2)Nc1ccccc1	99	110	4	111	1	1	97	9
CCOC(=O)c1[nH]c(C)c(C(=O)NC(C)CC)c1C (stereo not given)	99	93	6	93	-5	5	96	8
CCOC(=O)c1sc(C)nc1C1CCN(C(=O)OCC)CC1	101	99	-10	94	-10	5	96	2
O=c1[nH]c(-c2ccccc2)nnc1-c1ccccc1	101	98	5	100	7	-2	98	12
Cc1ccc(Cn2nnc3c(=O)[nH]c(C4CCCN(S(=O)(=O)c5ccc(F)cc5)C4)nc32)cc1 (stereo not given)	86	104	10	107	8	16	94	0
O=C(CCn1c(=O)oc2ccccc21)Nc1cccc([N+](=O)[O-])c1	122	99	7	96	7	6	92	-5
CN(C)c1cccc(C(=O)Nc2ccc(S(=O)(=O)Nc3nccs3)cc2)c1	87	99	-2	104	-1	.	108	1
Cc1cc(C)nc(N(C#N)S(=O)(=O)c2ccccc2)n1	106	.	3	92	-12	-10	95	7
Cc1cccc(C)c1NC(=O)CN(C)C(=O)CC1Sc2ccccc2NC1=O (stereo not given)	97	100	5	110	-6	11	104	11

Taken from above:
`O=C(CCn1c(=O)oc2ccccc21)Nc1cccc([N+](=O)[O-])c1` in proCasp3 act is entered as 7
`Cc1cc(C)nc(N(C#N)S(=O)(=O)c2ccccc2)n1` in procasp7 counter is entered as 3
`Cc1ccc(-c2nnn(CC(=O)N3c4ccccc4CCc4ccccc43)n2)cc1` in Yeast superoxide is entered as 107

Other structures follow.
smiles	Yeast superoxide	RPL19A TOR yeast	procasp7 counter	MEP2-GFP yeast	proCasp3 act	JMJD2C inh	LAP4 TOR yeast	AHR activator
Clc1ccc(-c2csc(-c3ccncc3)n2)cc1	106	106	-4	101	-3	-4	88	63*
S=C(NCCc1c[nH]c2ccccc12)NC1CC1	139	107	-2	102	6	-1	95	7
O=C(CNC(=O)c1ccco1)N/N=C/c1ccc(O)cc1O	i	102	-3	110	-2	-14	101	5
COCCn1c(Cc2ccccc2)nnc1SCC(=O)Nc1oc(C)c2c(C)n[nH]c(=O)c12	112	93	-4	102	-19	1	104	4
Cc1cc(C)n2nc3nc(N4CCCCC4)nc(-c4ccco4)c3c2n1	92	96	-11	107	-12	-4	106	38
CCOc1ccccc1N1C(=O)CC(Nc2ccc(N3CCOCC3)cc2)C1=O (stereo not given)	93	93	-23	105	-7	0	102	4
COC(=O)c1ccc(N2CCN(C(=O)c3ccccc3)CC2)c(NC(C)=O)c1	101	107	5	105	-2	-14	101	-1
COc1ccc(C)cc1S(=O)(=O)N1CCCC(N2CCOCC2)C1 (stereo not given)	105	93	.	122	.	-6	101	.
O=[N+]([O-])c1ccc(CN2CCN(c3ncccn3)CC2)cc1	98	98	3	107	2	2	95	-8
CCn1c(=S)sc2c(=O)n(CC(=O)NCCCc3ccccc3)c(C)nc21	84	98	10	104	1	9	89	1
Cc1cc(C)c2nc(N(CCCN(C)C)C(=O)C3=COCCO3)sc2c1	100	98	10	99	5	102	108	-3
Nn1c(C2COc3ccccc3O2)n[nH]c1=S (stereo not given)	98	99	-9	102	-10	-6	104	2
CCN(CC)C(=O)C(=O)N/N=C/c1cccc(Br)c1	112	95	11	98	2	0	92	6
O=C(CSCc1ccccc1)N1CCN(c2ccc(F)cc2)CC1	98	96	-16	105	11	5	110	-5
O=C(N/N=C/c1ccc(-c2ccc(Cl)c(C(=O)O)c2)o1)c1cc2c(ccc3ccccc32)o1	114	98	-14	105	-7	0	108	8
O=C(CN1CCN(Cc2ccc(F)cc2Cl)C1=O)NCc1cccs1	89	95	6	95	-1	0	93	1
Cn1c(SCc2ccc(Cl)cc2)nc(C(F)(F)F)cc1=O	124	105	-1	102	-4	i	101	0
O=C(NNc1ncnc2c1cnn2-c1ccccc1)c1ccco1	111	97	4	96	0	4	104	2
COc1ccc(-c2nnn(Cc3ccccc3)n2)cc1	94	105	4	102	0	-9	95	0
O=C(NCC(c1ccco1)N1CCN(c2ccccc2F)CC1)c1cccs1 (stereo not given)	99	100	12	103	5	?	94	3
O=C(NNC(=O)c1cc(C(F)(F)F)cc(C(F)(F)F)c1)c1ccc(Cl)cc1	103	103	-4	104	3	-2	108	3
O=C(COc1cccc(Br)c1)NN=C1c2ccccc2-c2ccccc21	110	102	6	109	0	3	108	19
CCn1c(NC(=O)/C=C/c2ccc(F)cc2)nc2ccccc21	114	89	-2	83	-1	0	101	6
CN1CCc2c(sc(NC(=O)c3ccc4ccccc4c3)c2C(N)=O)C1	103	100	-6	101	4	-5	96	7
CCCOc1ccc(N2C(=O)CC(NCc3cccnc3)C2=O)cc1 (stereo not given)	101	99	-3	103	-21	4	106	-1
O=S(=O)(Nc1cc(Cl)cc(Cl)c1)N1CCOCC1	109	110	-9	94	-5	-2	97	4
Cc1ccc(N(CN2C(=O)C3C4CCC(C4)C3C2=O)C(=O)c2ccco2)cc1 (stereo not given)	107	93	1	101	13	-1	113	40
Cc1cc(C)nc(Sc2ncnc3sc4c(c23)CCC4)n1	96	99	-8	91	2	6	101	0
Cc1ccc(NC(=O)c2ccc3c(c2)C(=O)N(c2ccccc2C)C3=O)nc1	130	102	-7	104	-1	17	104	2
CC(C)c1ccc(N(C(=O)c2cc3ccccc3oc2=O)C2C=CS(=O)(=O)C2)cc1 (stereo not given)	97	98	-9	93	-5	-1	86	9
COc1ccc(/C=C/c2nc(-c3ccccc3O)n(-c3ccccc3)n2)cc1	105	102	-4	92	-4	1	95	-1

Source: PubChem (several laboratories)

Not a hit list, and some 3.8% of all compounds hit somewhere here.
